Compound activity deposited in PubChem BioAssay by National Center for Advancing Translational Sciences (NCATS).
PTHR1 agonist: activates the human parathyroid hormone receptor PTHR1 | Q03431 | HEK293 GP2 PTHR1 cells, GloSensor cAMP luminescence, 1 h | Potency, µM (series often up to 115 µM), inactives show at the highest dose activation, actives largely listed as activators | actives 0.075% (n = 410,000); note: potency is the fitted concentration of half-maximal effect; nearly all actives have a fitted effect of over 55% in size; some results filed as inactive show a strong effect at the top dose; inactives centre near -15; many of its hits are not listed in these tables
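HEK-293-derived GP2 cells expressing PTHR1 and a GloSensor cAMP reporter, 3,000/well, plated overnight, given luciferin plus IBMX (each 0.5 mM as added) for 1 h at 37 °C, then compound for 1 h at 37 °C. Luminescence was read after 15 min at room temperature.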
EPAC1 antag: blocks human EPAC1 exchange factor. O95398. EPAC1 GEF assay, Rap1b-BODIPY-GDP exchange fluorescence. Potency, µM (series often up to 115 µM), for inactives: at the top dose activity change, negative = inhibition, usual class: inhibitors. actives 0.14% (n = 360,000). AID 720709;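 note: potency is the fitted concentration of half-maximal effect; plate controls were vehicle for no effect and positive control for full effect; nearly all actives have a fitted effect of over 50% in size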
Target sequence (O95398 whole entry, looked up): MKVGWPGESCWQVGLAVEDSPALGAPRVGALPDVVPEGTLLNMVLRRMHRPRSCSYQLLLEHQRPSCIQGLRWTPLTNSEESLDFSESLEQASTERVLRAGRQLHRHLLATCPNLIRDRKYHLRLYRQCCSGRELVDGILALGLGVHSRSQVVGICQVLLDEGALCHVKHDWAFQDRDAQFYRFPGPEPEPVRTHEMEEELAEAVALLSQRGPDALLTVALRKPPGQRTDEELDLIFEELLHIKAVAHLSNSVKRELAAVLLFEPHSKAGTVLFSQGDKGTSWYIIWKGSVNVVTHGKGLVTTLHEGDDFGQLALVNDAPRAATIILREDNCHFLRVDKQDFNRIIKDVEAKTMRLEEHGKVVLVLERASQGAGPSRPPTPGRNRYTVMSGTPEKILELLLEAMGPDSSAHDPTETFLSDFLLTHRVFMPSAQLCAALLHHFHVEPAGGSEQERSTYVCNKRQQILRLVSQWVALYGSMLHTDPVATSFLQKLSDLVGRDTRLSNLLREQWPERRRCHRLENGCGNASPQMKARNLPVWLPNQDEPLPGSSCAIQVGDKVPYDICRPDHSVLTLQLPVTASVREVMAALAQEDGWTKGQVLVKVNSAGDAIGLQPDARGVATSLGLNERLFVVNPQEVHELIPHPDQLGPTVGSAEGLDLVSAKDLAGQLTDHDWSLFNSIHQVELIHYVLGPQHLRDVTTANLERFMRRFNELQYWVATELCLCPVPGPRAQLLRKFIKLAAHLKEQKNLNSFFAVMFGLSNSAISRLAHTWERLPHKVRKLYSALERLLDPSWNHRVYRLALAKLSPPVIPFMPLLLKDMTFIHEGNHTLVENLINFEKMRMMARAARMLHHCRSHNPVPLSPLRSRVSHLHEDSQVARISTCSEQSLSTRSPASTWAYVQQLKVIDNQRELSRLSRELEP
EPAC1 ag: EPAC1 (human) agonism. actives 0.073% (n = 360,000). Potency, µM (titrated, usually from 154 µM), for inactives: top-dose activation, usual class: activators. EPAC1 agonist qHTS, biochemical assay; response scale: 100% = response to 6.5 mM cAMP; note: potency is the fitted concentration of half-maximal effect; nearly all actives have a fitted effect of over 60% in size
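Multi-concentration qHTS readout: loss of Rap1B-bound BODIPY-GDP fluorescence driven by 100 nM EPAC1 with excess GDP (50 uM), monitored kinetically at room temperature; agonist response expressed relative to 6.5 mM cAMP.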
GLP1R ag: agonists of human GLP-1 receptor; P43220; HEK293 GLP-1R CRE-luciferase, luminescence, 4-6 h; cells express a hypersensitive GLP-1R form; Potency, µM (series often up to 45.6 µM), for inactives: top-dose activation, most hits filed as activators; actives 0.007% (n = 380,000); note: potency is the fitted concentration of half-maximal effect; % of control where 0% means no effect
GLP1R inv ag: inverse agonists of human GLP-1 receptor; P43220; HEK293 GLP-1R CRE-luciferase, luminescence, 24 h; GLP-1R form is constitutively active; Potency, µM (top dose mostly 38.3 µM), for inactives: at the top dose activity change, negative = inhibition, most hits filed as inhibitors; actives 1.6% (n = 410,000); AID 624417; note: potency is the fitted concentration of half-maximal effect; % is set by controls: 0 for no effect and ±100 for the full control effect; nearly all actives have a fitted effect of over 55% in size
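Readout was luciferase luminescence, measured 12 min after detection reagent at room temperature. Beforehand, GLP-1R reporter HEK293 cells had sat 12 h, then received compounds for 24 hr at 37 deg C.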
PI5P4Ka inh: PI5P4K alpha (human) kinase inhibition | actives 1.2% (n = 330,000) | max response, % | P48426 | PI5P4Kalpha enzyme, ADP-Glo luminescence, 60 min; active compounds read low; active = max response of -50% or lower; inconclusive = between -30% and -50%; inactive = -30% or higher; note: value at the top dose of about 77 µM; % is set by controls: 0 for no effect and ±100 for the full control effect
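Reactions run in 0.038 M HEPES pH 7.4, 0.28 mM EGTA, 0.1% CHAPS and 5% DMSO, with PI5P4Kalpha, substrate, compound and 5 microM ATP final, one hour at room temperature. Readout is ADP-Glo luminescence.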
PLK1 PBD block: inhibitors of human PLK1 polo-box domain binding; P53350; Plk1 PBD binding of FITC phosphopeptide, fluorescence polarization; Potency, µM, inactives show max response, negative = inhibition, actives largely listed as inhibitors; actives 2.8% (n = 360,000); AID 720504; note: potency is the fitted concentration of half-maximal effect; series mostly up to about 57 µM; % is set by controls: 0 for no effect and ±100 for the full control effect; nearly all actives have a fitted effect of over 65% in size
HEK293 tox: cytotoxic in the GLP-1 receptor inverse agonist counter-screen; actives 0.13% (n = 410,000); AID 624418; Potency, µM (highest dose often 38.3 µM), for inactives: at the top dose activity change, negative = inhibition, hits mostly inhibitors; HEK293 cAMP-luciferase reporter cells, luminescence, 24 h;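 note: loss of luciferase light is scored as toxicity; potency is the fitted concentration of half-maximal effect; % is set by controls: 0 for no effect and ±100 for the full control effect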
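MLSMR compounds, 24 hr on cells at 37 deg C/5% CO2; luminescence after luciferase reagent (12 min RT). Inhibition counted as the undesired cytotoxic outcome.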
IL-2 act: IL-2 activation | IL-2 activation reporter assay, cell-based qHTS; stimulated with anti-CD3/CD4/CD28 beads; in transgenic mouse T cells | activation, % (series mostly up to about 46 µM) | actives 0.065% (n = 360,000) | AID 652025; in the data active = activation above about 50%; inconclusive = mostly about 30% to 49%; note: 0% is about no effect
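First, unstimulated transgenic mouse T cells were exposed to compound for 60 min. Next, anti-CD3/anti-CD4-coated beads with anti-CD28 were added. Finally, after 18 h at 37 degrees C, EGFP and DsRed were imaged.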
Active calls of the source: *; i = inactive; ? = inconclusive; / = no result given; & = joins results of further samples; [ ] = remark or other dose. Unless noted, calls come from the whole dose curve; as a rule, active = well fitted curve in the direction sought with a large enough effect; inconclusive = small, poorly fitted or top-dose-only effect, or another doubt; inactive = no such curve, though single readings can be large; an effect the other way counts as inactive or inconclusive.

#	compound	PTHR1 agonist	EPAC1 antag	EPAC1 ag	GLP1R ag	GLP1R inv ag	PI5P4Ka inh	PLK1 PBD block	HEK293 tox	IL-2 act
1	CCOC(=O)/C(C(C)=O)=C1/OC(=O)c2ccccc21	-3%[57.5 µM]	5%	7%	-1%	3%	/	?	1%	-0.9
2	CC(C)CC(=O)c1c[nH]c(C(=O)NCCCN2CCOCC2)c1	-2%[57.5 µM]	10%	0%	-5%	6%	/	-5%	0%	-2.3
3	O=C(Nc1cccc2ncccc12)c1ccc(Cl)cc1	i	-1%	2%	-4%	17%	2	-13%	-9%	-0.7
4	O=C(NCc1cccnc1)/C(=C/c1ccc(-c2ccc(Cl)cc2)o1)S(=O)(=O)c1ccccc1	-38%[inhibitor]	7%	4%	-14%	?	/	?	?	-5.9
5	CC(C)COC(=O)c1cccc2c1-c1ccccc1/C2=N\O	-24%	-29%	8%	-5%	?	23	-2%	-11%	-1.3
6	CCc1cccc(NC(=O)c2cc(S(=O)(=O)N3CCCCC3)ccc2N2CCOCC2)c1	i	-4%	3%	4%	?	-7	-3%	-11%	-3.7
7	O=C(O)/C=C/C(=O)N1CCN(c2ccccc2F)CC1	-20%	-18%	-2%	-5%	-11%	-8	?	-6%	-0.3
8	O=C(N=Nc1c(O)[nH]c2ccccc12)c1cccc(S(=O)(=O)N2CCCCC2)c1	-13%	11%	8%	-1%	11%	-3	-5%	4%	-3.5

Gathered by group, those above containing an NH in an aromatic ring.
#	compound	PTHR1 agonist	EPAC1 antag	EPAC1 ag	GLP1R ag	GLP1R inv ag	PI5P4Ka inh	PLK1 PBD block	HEK293 tox	IL-2 act
2	CC(C)CC(=O)c1c[nH]c(C(=O)NCCCN2CCOCC2)c1	-2%[57.5 µM]	10%	0%	-5%	6%	/	-5%	0%	-2.3
8	O=C(N=Nc1c(O)[nH]c2ccccc12)c1cccc(S(=O)(=O)N2CCCCC2)c1	-13%	11%	8%	-1%	11%	-3	-5%	4%	-3.5

The list goes on:
#	compound	PTHR1 agonist	EPAC1 antag	EPAC1 ag	GLP1R ag	GLP1R inv ag	PI5P4Ka inh	PLK1 PBD block	HEK293 tox	IL-2 act
9	CC(C)c1ccc(OCc2ccc(C(=O)NN3CCN(C)CC3)o2)cc1	-2%	16%	-14%	15%	-21%	-1	-2%	?	-1.3
10	CC(=O)Nc1csc2ccccc12	i	-8%	-11%	-2%	-12%	4	-18%	4%	0.4
11	CCCCNC(=O)CCC(=O)N1CCN(C(c2ccccc2)c2ccccc2)CC1	-16%	-6%	-11%	-3%	?	4	0%	6%	1.6
12	C#Cc1ccc([C@H]2C=C(C(=O)N3CCN(Cc4ccc5c(c4)OCO5)CC3)O[C@@H](OCc3ccc(CO)cc3)C2)cc1	i	1%	10%	1%	-19%	-21	-10%	2%	-0.2
13	CC(C)Oc1ccc(C(=O)NC(Cc2c[nH]c3ccccc23)C(=O)NN)cc1 (configuration not stated)	i	-7%	8%	8%	-20%	-2	-9%	-5%	0.0
14	CCO/N=C/C1=C(O)C(C(=O)OC)C(C)(C)CC1=O (configuration not stated)	-5%	-27%	6%	-1%	6%	-9	-14%	10%	-0.4
15	O=S(=O)(NC1CCC(NS(=O)(=O)c2c(F)cccc2F)CC1)c1ccc2c(c1)OCCO2 (configuration not stated)	-29%	-6%	7%	-4%	/	/	/	/	0.5
16	CCCc1cc(C(=O)Nc2cc(C)ccc2O)no1	-9%	-17%	-4%	20%	46%[activator]	7	0%	?	1.7
17	COc1ccc(/C=N/NC(=O)c2ccn[nH]2)cc1COc1ccc([N+](=O)[O-])c(C)c1	-39%[inhibitor]	-11%	-2%	19%	?	-13	3%	-30%	-4.9
18	Cc1cc(C)nc(NC(=O)/C=C/c2ccc3c(c2)OCO3)c1	i	3%	-4%	7%	-10%	-12	-2%	-4%	0.6
19	COc1ccc(N2CCN(C(=O)c3ccccc3N(C)S(=O)(=O)c3ccc(C)cc3)CC2)cc1	-18%	16%	-5%	0%	-12%	3	2%	-3%	-3.6
20	CCOC(=O)C1=C(O)/C(=C\c2cc(C)n(-c3ccccc3F)c2C)N=C1C	i	-4%	-4%	17%	28%	-24	-27%	-8%	0.1
21	NC(=O)[C@H]1CC2(CC(c3cccc(NC(=O)CC(c4ccccc4)c4ccccc4)c3)=NO2)CN1C(=O)C(c1ccccc1)c1ccccc1 (some centres not stated)	-21%	-7%	0%	-2%	?	-5	4%	0%	-2.0
22	O=C(CCC(=O)N1CCN(S(=O)(=O)c2ccc(Cl)cc2)CC1)Nc1cccc(Br)c1	-9%	-17%	-3%	12%	-2%	0	1%	-22%	-0.4
23	CC(C)(C)[C@H]1C=C(C(=O)Nc2ccccc2)O[C@@H](OCCCCO)C1	-17%	-6%	1%	9%	-17%	0	-4%	2%	-1.7
24	CC(C)CN(C(=O)COc1cccc(-n2cnnn2)c1)C1CCS(=O)(=O)C1 (configuration not stated)	i	-4%	-5%	2%	0%	5	?	3%	-1.2
25	COC(=O)c1c(NC(=O)c2ccc(C)cc2)sc(Cc2ccccc2)c1C	-6%[57.5 µM]	-18%	12%	3%	7%	0	-5%	21%	-0.6
26	COC(=O)C(N)CCCCN (configuration not stated)	-8%	3%	-7%	0%	-9%	2	-7%	6%	0.0
27	COc1ccc(-c2csc(NC(=O)CCNC(=O)c3ccco3)n2)cc1	i	6%	-3%	-8%	4%	0	-5%	-1%	-1.3
28	CC(=O)NC(=O)Nc1sc(=S)n(C)c1C	i	11%	-3%	-4%	5%	1	-7%	-26%	-1.1
29	O=C(NCc1ccc(F)cc1)c1cc(C2CCCCN2C(=O)c2ccc3c(c2)CCO3)on1 (configuration not stated)	-15%	-6%	-4%	12%	?	?	-3%	-2%	-0.2
30	Cc1csc(NC(=O)CN2C(=O)c3ccccc3S2(=O)=O)n1	?	-19%	8%	2%	-11%	-5	-9%	5%	0.8
31	O=C(COc1ccc(Cl)cc1Cl)NN=C1c2ccccc2-c2ccccc21	i	-5%	0%	-10%	3%	32	4%	-18%	-0.4
32	O=[N+]([O-])c1cc([N+](=O)[O-])c(Oc2cc(F)cc(F)c2F)cc1NN1CCCCC1	-6%	-9%	-7%	-5%	-7%	1	-14%	10%	-2.5
33	Cc1ccc(NC(=O)CCSc2nnc(C)s2)cc1	-11%[57.5 µM]	15%	4%	-14%	0%	0	-13%	6%	1.9
34	Cc1ccc(C(O)c2ncc(-c3ccccc3Cl)[nH]2)cc1F (configuration not stated)	i	-13%	-5%	0%	-25%	11	-4%	4%	0.2
35	NC(=O)c1ccccc1O	0%	-3%	-6%	8%&11%	2%	-9	-4%	-2%	1.4
36	Cc1c(C(=O)N2CC(C)OC(C)C2)[nH]c2ccc(Br)cc12 (configuration not stated)	-12%	-1%	1%	18%	?	6	-5%	-11%	0.0
37	CC1=NN(c2ccccc2)C(=O)C1=Cc1ccccc1	-39%[inhibitor]	50µM*	21%	-6%	4%	2	4.7µM*	-2%	-2.2
38	Cc1ccc(-c2nc(C)c(CCNC(=O)C(=O)Nc3ccc(C)c(Cl)c3)s2)cc1	i	/	/	1%	4%	/	/	4%	/
39	O=C(OCC(=O)N(Cc1ccccc1)C1CCS(=O)(=O)C1)c1cc2c(s1)CCCC2 (configuration not stated)	-16%	-21%	7%	12%	-7%	1	-1%	17%	2.3
40	COc1ccc(S(=O)(=O)N(C)[C@H]2C[C@H]3c4cc(-c5ccccc5)ccc4CCN3C(=O)[C@H]2[C@H](C)O)cc1	-36%	-17%	-17%	-6%	?	4	-2%	-12%	-3.9
41	Cn1c(SCCN2CCCCC2)nnc1-c1ccccc1Br	i	6%	-3%	3%	-13%	-3	2%	-17%	0.0
42	CC(=O)c1c(C)n(CCc2ccc(Cl)cc2)c2ccc(O)cc12	-3%	-6%	11%	-16%	9%	-10	-9%	20%	0.8
43	Cc1ccc(N(CC(O)CN2CCCCC2)S(=O)(=O)c2ccccc2[N+](=O)[O-])cc1 (configuration not stated)	-6%	-3%	17%	7%	-28%[7.66 µM]	2	-11%	1%[7.66 µM]	4.0
44	C=CC[C@H](CC(=O)NCCO)C(=O)NC[C@@H](OC(=O)[C@@H](CC=C)CC(=O)OC(C)(C)C)c1ccccc1	i	8%	5%	12%	13%	-2	-15%	4%	0.7
45	Cc1ccc2c(CN3CCCCC3CCO)cc(=O)oc2c1 (configuration not stated)	i	21%	7%	3%	5%	3	-2%	2%	-3.3
46	Cc1ccc(C)c(N2CCN(S(=O)(=O)CC34CCC(CC3=O)C4(C)C)CC2)c1 (configuration not stated)	-64%[inhibitor]	-20%	-6%	-2%	?	4	6%	-1%	-0.4
47	COC(=O)c1ccccc1NC(=O)COc1ccccc1	-1%	-3%	20%	21%	0%	/	-1%	6%	-1.6
48	CCn1c(SCC(=O)NC2CCCC2)nnc1C(C)NC(=O)c1ccccc1F (configuration not stated)	i	4%	-2%	7%	12%	-3	-11%	3%	0.2
49	O=S(=O)(c1ccc(F)cc1)N1CC=C(c2ccccc2)CC1	-1%	2%	4%	-3%	-1%	-6	0%	7%	-0.2
50	Cc1ccc(NC(=O)C(=O)c2ccc(C)cc2)cc1	-43%[inhibitor]	1%	-7%	6%	10%	0	-1%	17%	2.9
51	CC(=O)C(C(C)=O)c1c(Cl)c(O)c(O)c2c(C(=O)c3ccccc3)coc12	-39%[inhibitor][57.5 µM]	-23%	15%	-9%	13%	-26	-21%	1%	-0.8
52	Cc1nc2cc(C(F)(F)F)ccc2n1CCNc1nc(-c2cc(Cl)c(N)c(Cl)c2)cs1	-20%	-15%	-13%	13%	-1%	5	-13%	-6%	-0.1
53	NNC(=O)c1cnn(-c2ccccc2)c1C(F)(F)F	i	1%	4%	-19%	3%	1	-3%	-6%	0.0
54	COc1cccc(CN2CCN(Cc3ccc(O)cc3)CC2CCO)c1 (configuration not stated)	-32%[inhibitor]	-6%	5%	4%	-12%	2	-11%	3%	2.0
55	CC(=Nc1ccc2c(c1)nc(CO)n2C)C1=C(O)CC(C)(C)CC1=O	-19%[57.5 µM]	0%	9%	-4%	6%	/	5%	5%	2.1

Some of the compounds tested; the hit share may differ from the screen's.
